# Assay outcomes from PubChem.
# HT1080 IDH1KD tx – qHTS for induction of synthetic lethality in tumor cells producing 2HG: qHTS for the HT-1080-IDH1KD cell line. AID 686971, 2013. HT-1080 IDH1 knockdown viability, ATP luminescence, 48 h. Potency, µM (series often up to 46.1 µM), for inactives: at the highest dose activity, negative = toxicity, usual class: cytotoxic. 2% of 360,000 active;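 note: potency is the fitted concentration of half-maximal effect; 0% = DMSO wells and -100% = cell-free medium wells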
#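 After a 2 h attachment period, IDH1KD HT-1080 cells took pin-transferred compound for 48 h at 37 °C; ATP-based luminescence after 10 min room-temperature reagent incubation reported viability.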
# KB-V1 MDR tox – qHTS assay for MDR1-selective chemotherapeutics: Primary screen using the drug-selected MDR subline cells KB-V1; KB-V1 MDR cells viability, CellTiter-Glo, 72 h; Potency, µM (titrated, usually from 46.1 µM), for inactives: at the top dose activity change, negative = cytotoxicity, usual class: cytotoxic; 3.4% of 400,000 active; note: potency is the fitted concentration of half-maximal effect; % is set by controls: 0 for no effect and ±100 for the full control effect; nearly all actives have a fitted effect of over 60% in size
#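 Drug-selected KB-V1 cells, grown in DMEM lacking phenol red with 10% FBS, receive compound titrations; after three days at 37 degrees C, surviving cell ATP is quantified by CellTiter-Glo luminescence and responses normalized and curve-fitted.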
# MCF10A rereplic – A quantitative high throughput screen for small molecules that induce DNA re-replication in MCF 10a normal breast cells; Potency, µM (titrated, usually from 46.1 µM), inactives show at the highest dose activity, positive = re-replication, usual class: activators; MCF 10A DNA re-replication, Hoechst nuclear intensity, 48 h; 2.9% of 350,000 active; note: potency is the fitted concentration of half-maximal effect; % of control where 0% means no effect; nearly all actives have a fitted effect of over 50% in size
# IL-1B inflam inh – qHTS for Inhibitors of Inflammasome Signaling: IL-1-beta AlphaLISA Primary Screen. AID 743279, 2014. activity change, % at 57.5 µM. THP-1 LPS/ATP IL-1B secretion, AlphaLISA, 16 h; active compounds read low. 4.7% of 360,000 active; in the data active = activity change below about -50%; inconclusive = mostly about -30% to -49%; note: % is set by controls: 0 for no effect and ±100 for the full control effect
#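 THP-1 cells pretreated 1 hr with compounds (up to 57.5 uM final), then stimulated with LPS (250 ng/mL final) plus ATP (1.25 mM final); secreted IL-1B measured by AlphaLISA after 16 hr, decreased signal indicating inhibition.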
# ATXN viability – Viability Counterscreen for Primary qHTS for Inhibitors of ATXN expression. 0.49% of 400,000 active. S2 cells (HEK-293 line with an ATXN2-luciferase reporter) viability, CellTiter-Fluor protease fluorescence, 24 h. Potency, µM (top dose mostly 56.7 µM), usual class: cytotoxic; note: potency is the fitted concentration of half-maximal effect; nearly all actives have a fitted effect of over 40% in size
# SW480 rerep – A quantitative high throughput screen for small molecules that induce DNA re-replication in SW480 colon adenocarcinoma cells | SW480 DNA re-replication, Hoechst DNA content imaging, 48 h | Potency, µM (doses to about 46.1 µM), for the others: top-dose re-replication activation, hits mostly activators | 1.8% of 340,000 active | AID 624297, 2012; note: potency is the fitted concentration of half-maximal effect; % of control where 0% means no effect; nearly all actives have a fitted effect of over 55% in size
#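 Compounds, transferred as 23 nL by pin tool, were incubated with cells for 48 hr; DNA content per nucleus was then quantified by Hoechst staining and fluorescence plate imaging.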
# HT1080-NT tox – qHTS for induction of synthetic lethality in tumor cells producing 2HG: qHTS for the HT-1080-NT fibrosarcoma cell line | HT-1080-NT fibrosarcoma viability, CellTiter-Glo ATP luminescence, 48 h | Potency, µM (titrated, usually from 46.1 µM), inactives show at the highest dose activity, negative = less viability, hits mostly cytotoxic | 1.6% of 360,000 active | AID 686970, 2013;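 note: NT is the 2HG producing partner of a matched IDH1 knockdown line; potency is the fitted concentration of half-maximal effect; 0% = DMSO-treated cells and -100% = media-only wells without cells; nearly all actives have a fitted effect of over 55% in size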
#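 Fibrosarcoma NT cells, 750 per well in 5% FBS RPMI, were exposed to compound for 48 hours. Viability: CellTiter-Glo luminescence.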
# ATXN2 expr inh – Primary qHTS for Inhibitors of ATXN expression | Potency, µM (titrated, usually from 57 µM), for inactives: at the highest dose activity change, negative = inhibition, hits mostly inhibitors | 0.72% of 360,000 active | HEK-293 ATXN2-luciferase reporter, luminescence, 24 h; note: potency is the fitted concentration of half-maximal effect; % is set by controls: 0 for no effect and ±100 for the full control effect; nearly all actives have a fitted effect of over 55% in size
#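 qHTS (up to 57 uM final) was run with 24 h compound exposure of reporter cells at 37 °C. Each well was multiplexed: SteadyGlo luminescence measured ATXN2-luciferase expression after a fluorogenic Gly-Phe-AFC viability readout (25 uM final).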
# KB-3-1 tox – qHTS assay for MDR1-selective chemotherapeutics: Primary screen using the parental adenocarcinoma cell KB-3-1. KB-3-1 viability, CellTiter-Glo ATP luminescence, 72 h. Potency, µM (series often up to 46.1 µM), for the others: at the highest dose activity change, negative = cytotoxic, hits mostly cytotoxic. 1.4% of 400,000 active. AID 1347075, 2019; note: potency is the fitted concentration of half-maximal effect; % is set by controls: 0 for no effect and ±100 for the full control effect; nearly all actives have a fitted effect of over 60% in size
#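 Parental KB-3-1 adenocarcinoma cells in phenol-red-free DMEM with 10% FBS were pin-treated with compounds at several concentrations, incubated 72 h at 37 °C, and viability read by CellTiter-Glo luminescence; concentration-effect curves were fitted after normalization.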
# * = called active by the depositor; i = inactive; ? = inconclusive; . = no result given; & = joins results of further samples; [ ] = another dose, or the depositor's remark. Unless noted, calls come from the whole dose curve; as a rule, active = well fitted curve in the direction sought with a large enough effect; inconclusive = small, poorly fitted or top-dose-only effect, or another doubt; inactive = no such curve, though single readings can be large; an effect the other way counts as inactive or inconclusive.
1. O=C1CNC(=O)/C1=C/c1ccc(O)cc1
2. Nc1nc(SCCO)[nH]c(=O)c1NC(=O)c1ccc(Br)o1
3. O=C(CSc1nnc(NC(=O)c2ccccc2)s1)NCC1CCCO1 (stereo unspecified)
4. COc1cccc(C(C(=O)NC2CCCC2)N(C(=O)CNC(=O)c2ccco2)c2cccnc2)c1 (stereo unspecified)
5. O=C1OC2CC3CC1CC(O)(C3)C2 (stereo unspecified)
6. CCc1c(C)c(C#N)c2nc3ccccc3n2c1N(C)C
7. COc1ccccc1NC(=O)CSC1=Nc2ccccc2C2=NC(Cc3ccccc3)C(=O)N12 (stereo unspecified)
8. COc1cccc(/C=C/C(=O)OCC(=O)NCc2ccc3c(c2)OCO3)c1

assay / entry	1	2	3	4	5	6	7	8
KB-V1 MDR tox	9%	-12%	.	-1%	1%	-20%	0%	-1%
MCF10A rereplic	-2%	3%	?	.	-1%	?	.	4%
IL-1B inflam inh	-1	11	8	8	-1	-1	.	6
HT1080-NT tox	18%	12%	0%	0%	10%	2%	.	7%
HT1080 IDH1KD tx	20%	13%	-4%	6%	13%	-1%	.	7%
KB-3-1 tox	0%	-8%	.	30%	5%	-2%	-1%	2%
ATXN2 expr inh	4%	-7%	8%	2%	5%	-14%	-25%	-14%
ATXN viability	i	i	i	i	i	i	?	?
SW480 rerep	-4%	-1%	2%	.	-5%	-1%	.	-4%

9. CC(C)NC(=O)CSc1nnc(-c2ccncc2)n1-c1ccccc1
10. Cc1ccc(C(=O)NCCN2C3=NC[C@H](C(C)C)N3C[C@H]2Cc2ccc(O)cc2)cc1Br
11. COc1ccc(NC(=O)c2ccc(COc3ccccc3Br)o2)cc1OC
12. CC1(C2CC2)NC(=O)N(CC(=O)Nc2ccccc2F)C1=O (stereo unspecified)
13. O=C(N/N=C/c1ccccc1C(=O)O)c1ccc(COc2cccc3cccnc23)cc1
14. CC(C)(C)C(=O)N1CCN(c2ccc(Cl)cc2[N+](=O)[O-])CC1
15. Nc1cc(S(=O)(=O)N2CCCCC2)ccc1Oc1ccc(Cl)cc1
16. Cc1nc2cc(NCc3nc4ccccc4n3Cc3ccccc3)ccc2n1C

assay / entry	9	10	11	12	13	14	15	16
KB-V1 MDR tox	0%	7%	-22%	28%	2%	?	?	10µM*
MCF10A rereplic	?	-28%	12µM*	-2%	-7%	-6%	?	?
IL-1B inflam inh	-23	-24	-14	-5	0	-27	-14	-83*
HT1080-NT tox	-8%	-26%	-16%	-3%	-2%	-1%	0%	?
HT1080 IDH1KD tx	-7%	-29%	-33%	-2%	2%	5%	?	?
KB-3-1 tox	?	?	?	-5%	11%	13%	?	-29%
ATXN2 expr inh	23%	?	3%	12%	.	29%[11.3 µM]	.	48%[activator]
ATXN viability	i	?	i	i	i	i	i	?
SW480 rerep	-3%	-4%	5%	-1%	1%	?	-8%	-4%

# 2 compounds from above with just IL-1B inflam inh.
No. | molecule | IL-1B inflam inh
12 | CC1(C2CC2)NC(=O)N(CC(=O)Nc2ccccc2F)C1=O (stereo unspecified) | -5
2 | Nc1nc(SCCO)[nH]c(=O)c1NC(=O)c1ccc(Br)o1 | 11

# Structures listed above printed as active in IL-1B inflam inh.
no.	SMILES	IL-1B inflam inh	SW480 rerep
16	Cc1nc2cc(NCc3nc4ccccc4n3Cc3ccccc3)ccc2n1C	-83*	-4%

# The results go on.
17. COC(=O)c1cscc1NC(C)=O
18. CC[C@@]1(c2ccccc2OC)ON(c2ccccc2C(F)(F)F)C1=O
19. C[C@H](N)c1nnc(SCC(=O)N(C)C)o1
20. O=C(Nc1ccc2cn[nH]c2c1)c1ccc(Cl)c(S(=O)(=O)N2CCOCC2)c1
21. O=C(NCc1ccccc1)C1CCN(S(=O)(=O)c2ccc(N3CCCC3=O)cc2)CC1
22. CCCc1ncc(C(O)c2ccccc2OC)n1C (stereo unspecified)
23. CCC(=O)N1CCc2cc(Br)cc(S(=O)(=O)N3CCC(C(=O)NC(C)C)CC3)c21
24. O=S(=O)(c1ccc2ccccc2c1)N1CCOCC1

assay / entry	17	18	19	20	21	22	23	24
KB-V1 MDR tox	13%	?	9%	3%	2%	2%	7%	15%&14%
MCF10A rereplic	-2%	?	1%	-1%	-19%	-1%	-8%	-6%
IL-1B inflam inh	13	-80*	-16	27	-21	-8	-4	-12
HT1080-NT tox	11%	-27%	2%	0%	-2%	2%	7%	-3%
HT1080 IDH1KD tx	13%	?	6%	-1%	0%	7%	-9%	-3%
KB-3-1 tox	9%	?	6%	1%	-4%	?	-3%	20%&1%
ATXN2 expr inh	7%	22µM*	3%	20%	-11%	19%	21%	-4%
ATXN viability	i	.	i	i	i	i	i	i
SW480 rerep	-6%	?	-2%	-1%	-6%	-4%	-9%	-17%

25. CCn1c(=O)c2cc(S(=O)(=O)NCc3ccccc3)ccc2n(CC)c1=O
26. Cc1nc2ccccc2c(=O)n1-c1ccc(NC(=O)c2ccc([N+](=O)[O-])cc2)cc1
27. COc1ccc(NC(=O)N2CCC(c3ccccc3)C2)c(OC)c1 (stereo unspecified)
28. S=C(Nc1ccc(Cl)cc1)Nc1cccc2cnccc12
29. CCOC(=O)c1c(C)c(-c2ccccc2)n(CC(=O)N2CCCC2)c1C
30. O=C(c1cc(-c2ccc(Cl)c(Cl)c2)on1)N1CCN(c2ccccc2)CC1
31. Cc1ccc(N2CC(c3nc(-c4ccc(Cl)cc4)no3)CC2=O)cc1F (stereo unspecified)
32. COc1ccc(C2/C(=C(\O)c3ccc4c(c3)OCCO4)C(=O)C(=O)N2CCCn2ccnc2)cc1 (stereo unspecified)

assay / entry	25	26	27	28	29	30	31	32
KB-V1 MDR tox	15µM*	-12%	-23%	-13%	-7%	6%	11%	?
MCF10A rereplic	13%	.	1%	?	0%	-6%	.	0%
IL-1B inflam inh	28	.	-8	?	17	-4	.	-3
HT1080-NT tox	?	.	?	-16%	-1%	11%	.	0%
HT1080 IDH1KD tx	?	.	15%	-8%	3%	15%	.	-1%
KB-3-1 tox	-18%	-29%	12%	-26%	8%	-21%	4%	?
ATXN2 expr inh	-12%	?	3%	-21%	-4%	21%	7%	2%
ATXN viability	i	i	i	i	i	i	i	i
SW480 rerep	-1%	.	-11%	0%	-11%	3%	.	-1%

33. COc1ccc(CC2(CO)CCN(CC3=Cc4cc(Cl)ccc4OC3)CC2)cc1
34. NC1=NC(=O)/C(=C\C=C\c2ccccc2)S1
35. COC(=O)NC(NS(=O)(=O)c1ccccc1)(C(=O)OC)C(F)(F)F (stereo unspecified)
36. COc1cc(C(=O)N(C)C2CCCCC2)ccc1OC1CCN(C(C)=O)CC1
37. O=C(CCc1ccccc1)Nc1ccc(N2CCOCC2)c(Cl)c1
38. Cc1ccccc1NC(=O)C1=CC=CN2CCS(=O)(=O)N=C12
39. Cn1ccnc1SCC(=O)Nc1ccc([N+](=O)[O-])cn1
40. COc1ccccc1NS(=O)(=O)c1ccc(C)c(C(=O)NC2=NCCS2)c1

assay / entry	33	34	35	36	37	38	39	40
KB-V1 MDR tox	-15%	25%	20%	-1%	0%	?	3%	-16%
MCF10A rereplic	23µM*	-1%	?	-3%	1%	1%	1%	5%
IL-1B inflam inh	-87*	-9	-4	9	-23	14	5	15
HT1080-NT tox	15µM*	8%	-1%	4%	-1%	1%	4%	0%[9.24 µM]
HT1080 IDH1KD tx	23µM*	9%	13%	3%	-4%	-5%	8%	-2%
KB-3-1 tox	?	1%	-1%	6%	-11%	0%	7%	-1%
ATXN2 expr inh	?	25%	-12%	-3%	28%	.	5%	-10%
ATXN viability	?	i	i	i	i	i	i	i
SW480 rerep	?	-4%	-1%	-11%	-3%	-10%	-5%	-8%

41. NS(=O)(=O)c1ccc(N2N=C(c3ccccc3)CC2c2ccccc2)cc1 (stereo unspecified)
42. CC(CCc1ccccc1)NC(=O)COC(=O)c1ccc(F)cc1 (stereo unspecified)
43. Cc1ccc(S(=O)(=O)N(C)c2ccc(C(=O)NCC(c3ccccc3)N3CCCC3)cc2)cc1 (stereo unspecified)
44. CCCN(CCC)C(=O)Cn1c(=O)c2ccccc2n2c(=S)sc(-c3ccccc3C)c12
45. Cc1ccc(NC(=O)c2oc(=O)c3ccccc3c2-c2ccccc2)c(C)c1
46. Cc1cc(CCN2CCC(=O)NC2=O)ccc1OC(C)C
47. Cc1nnc(NC(=O)c2ccc(S(=O)(=O)N3CCCCC3)cc2)s1

assay / entry	41	42	43	44	45	46	47
KB-V1 MDR tox	?	-1%	-16%	?	?	-5%	0%
MCF10A rereplic	8.2µM*	-1%	.	5%	?	-8%	2%
IL-1B inflam inh	-52*	-8	-19	21	-7	11	-6
HT1080-NT tox	?	16%	-1%	24%	-4%	4%	2%
HT1080 IDH1KD tx	?	18%	-15%	22%	-7%	13%	5%
KB-3-1 tox	?	0%	-1%	-25%	0%	-5%	12%
ATXN2 expr inh	-25%	-4%	.	3%	-20%	0%	6%
ATXN viability	i	i	?	i	i	i	i
SW480 rerep	13µM*	-4%	.	0%	?	-4%	-11%

# Among those listed so far, 2 have a CF3 group:
18. CC[C@@]1(c2ccccc2OC)ON(c2ccccc2C(F)(F)F)C1=O
35. COC(=O)NC(NS(=O)(=O)c1ccccc1)(C(=O)OC)C(F)(F)F (stereo unspecified)

assay / entry	18	35
KB-V1 MDR tox	?	20%
MCF10A rereplic	?	?
IL-1B inflam inh	-80*	-4
HT1080-NT tox	-27%	-1%
HT1080 IDH1KD tx	?	13%
KB-3-1 tox	?	-1%
ATXN2 expr inh	22µM*	-12%
ATXN viability	.	i
SW480 rerep	?	-1%
